UBC13 inh = UBC13 polyubiquitin chain formation inhibitors, primary screen, biochemical, TR-FRET, uHTS; AID 485273, 2010; inhibition, % at 20 µM; Ubiquitin-conjugating enzyme E2 N (Homo sapiens), P61088; hit rate 0.47% among 330,000; in the data active = inhibition above about 45%, passing the limit was not always enough
SENP7 inh = SENP7 protease inhibitors, primary screen, biochemical, luminescence, uHTS; hit rate 1.5% among 330,000; recombinant SENP7, Z-RLRGG-aminoluciferin luminescence, 40 min; Sentrin-specific protease 7 (Homo sapiens), Q9BQF6; inhibition, % at 5 µM; AID 434973, 2010;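 active = inhibition above about 50% at the single test dose, limit read from the data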;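 note: plate controls were DMSO with enzyme for no effect and no enzyme buffer wells for full effect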
SENP1 FRET inh = human SENP1 catalytic domain inhibitors, primary screen, biochemical, FRET, uHTS. hit rate 0.21% among 360,000. Sentrin-specific protease 1 (Homo sapiens), Q9P0U3. inhibition, % at 10 µM. AID 624204, 2012. recombinant SENP1 catalytic domain, CyPet-SUMO1-YPet FRET cleavage;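 active = inhibition at least 30% at 10 µM, raw YFP signal under a set limit, fluorescence ratio 0.5 to 1.5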;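 note: 0% = enzyme with DMSO and 100% = no enzyme wells; some results filed as inactive read as strong as hits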
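Test system: human SENP1 catalytic domain; medium: Tris pH 8 buffer plus EDTA, NaCl, BME, BSA, NP40, catalase; incubation: 50 min reaction at room temperature; technique: FRET, CFP and YFP emission; controls: no-enzyme low control and enzyme-plus-DMSO high control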
beta cell repl = inducers of MIN6 beta-cell proliferation, primary screen, ATP luminescence, uHTS. MIN6 cells proliferation, ATPlite luminescence, 48 h; cells starved in 0.2% serum; 100% = growth in 10% serum. proliferation, % at 10 µM. hit rate 0.29% among 330,000. AID 2380, 2010;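 active = compounds whose signal lies at least 3.5 SD above the mean of all wells on their plate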;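 note: 0% = DMSO-treated cells in low-serum medium and 100% = 10% serum control; some compounds called inactive have numbers as strong as hits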
SENP8 block-1 = human SENP8 protease inhibitors, primary screen, biochemical, fluorescence, Nedd8 protein substrate, uHTS | Sentrin-specific protease 8 (Homo sapiens), Q96LD8 | AID 602440, 2012 | recombinant SENP8 | inhibition, % at 20 µM | hit rate 0.64% among 360,000; in the data active = inhibition mostly above about 40%, no sharp cut-off; inactive = mostly below about 27%
HKDC1 inh = HKDC1 hexokinase inhibitors, primary screen, biochemical, fluorescence, uHTS; recombinant HKDC1, G6PDH/diaphorase resazurin coupled fluorescence; AID 493160, 2011; hit rate 0.16% among 340,000; Q2TB90; inhibition, % at 20 µM;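 active = inhibition above about 35% when tested at 20 µM, limit read from the data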;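 note: plate controls were DMSO wells with enzyme for no effect and DMSO wells lacking enzyme for full effect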
Target sequence (Q2TB90 whole entry, looked up): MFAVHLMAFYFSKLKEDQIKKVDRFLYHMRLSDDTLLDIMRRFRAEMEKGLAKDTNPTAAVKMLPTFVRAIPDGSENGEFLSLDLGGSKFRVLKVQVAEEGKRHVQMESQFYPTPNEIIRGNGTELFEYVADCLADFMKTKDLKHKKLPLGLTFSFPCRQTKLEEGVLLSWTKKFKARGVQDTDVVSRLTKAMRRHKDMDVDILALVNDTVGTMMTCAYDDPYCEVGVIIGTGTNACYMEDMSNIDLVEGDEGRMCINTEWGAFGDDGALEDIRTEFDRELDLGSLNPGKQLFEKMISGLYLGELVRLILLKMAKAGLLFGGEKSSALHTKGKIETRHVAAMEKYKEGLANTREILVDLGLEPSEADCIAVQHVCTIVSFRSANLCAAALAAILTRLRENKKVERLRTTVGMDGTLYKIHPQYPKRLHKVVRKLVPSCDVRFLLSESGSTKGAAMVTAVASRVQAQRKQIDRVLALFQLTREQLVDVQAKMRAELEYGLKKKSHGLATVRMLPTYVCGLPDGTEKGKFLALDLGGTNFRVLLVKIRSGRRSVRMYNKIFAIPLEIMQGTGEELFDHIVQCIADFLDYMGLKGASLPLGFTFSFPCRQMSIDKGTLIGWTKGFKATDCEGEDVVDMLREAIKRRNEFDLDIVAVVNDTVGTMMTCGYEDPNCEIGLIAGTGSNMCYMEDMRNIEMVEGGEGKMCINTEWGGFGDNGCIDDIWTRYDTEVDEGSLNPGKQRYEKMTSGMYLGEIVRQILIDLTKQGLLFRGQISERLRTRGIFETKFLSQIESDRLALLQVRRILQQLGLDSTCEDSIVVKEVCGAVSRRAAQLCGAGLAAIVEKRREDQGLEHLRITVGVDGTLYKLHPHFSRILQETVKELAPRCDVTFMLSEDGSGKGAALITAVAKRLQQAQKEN
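Assay system: in-house recombinant HK5 (HKDC1) enzyme. Input: HKDC1 at 5 µg/mL. Medium: Tris pH 8.0 buffer with MgCl2, Tween-20, BSA, BME. Dosing: single 20 µM dose. Schedule: 90 min reaction incubation at room temperature, dark. Signal: resazurin-to-resorufin fluorescence via G6PDH and diaphorase coupling, 525/613 nm. Controls: DMSO-enzyme wells negative, buffer-substituted wells positive.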
SENP8 block-2 = SENP8 protease inhibitors, primary screen, biochemical, luminescence; purified SENP8, Z-RLRGG-aminoluciferin cleavage; inhibition, % at 10 µM; hit rate 1.2% among 330,000; AID 2540, 2010; in the data active = inhibition above about 50%
PfG6PD inh = PfG6PD enzyme inhibitors, primary screen, biochemical, fluorescence intensity, uHTS; glucose-6-phosphate dehydrogenase-6-phosphogluconolactonase (Plasmodium falciparum 3D7); PfGluPho enzyme, NADPH resazurin-diaphorase fluorescence; hit rate 0.78% among 350,000; inhibition, % at 20 µM;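 active = inhibition reaching at least a set limit at 20 µM in the primary screen, cut at about 59% in these data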;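 note: 0% = DMSO wells with substrate and 100% = DMSO wells lacking glucose-6-phosphate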
SENP6 inh = SENP6 protease inhibitors, primary screen, biochemical, luminescence, uHTS. Recombinant SENP6 catalytic domain, aminoluciferin luminescence. inhibition, % at 10 µM. hit rate 1.8% among 330,000;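 active = inhibition above about 50% at the single tested dose, limit read from the data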;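 note: plate controls were DMSO wells with enzyme for no effect and DMSO wells lacking enzyme for full effect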
The depositor's hits bear a star; i = inactive.

Below each SMILES – UBC13 inh	SENP7 inh	SENP1 FRET inh	beta cell repl	SENP8 block-1	HKDC1 inh	SENP8 block-2	PfG6PD inh	SENP6 inh
[1] O=C(C1CC(=O)N(C2CCCCC2)C1)N1CCN(c2cccc(C(F)(F)F)c2)CC1 (stereo not drawn)
 : -1	3	2	-5	7	-2	-6	9	-6
[2] CCC1Sc2ccc(S(=O)(=O)CCC(=O)Nc3ccccc3Cl)cc2NC1=O (stereo not drawn)
 : -10	-7	0	-2	1	-4	-15	-5	6
[3] O=C(NCc1ccc2c(c1)OCO2)c1cccc2c1C(=O)N(C1CCCCC1)C2
 : 2	7	1	0	10	-4	-13	-6	-8
[4] COc1ccc(CC(=O)Nc2cccc(-c3csc(C)n3)c2)cc1
 : -1	2	-1	-1	18	-6	0	-4	-12
[5] C=CCn1c(CCSCc2ccccc2)n[nH]c1=S
 : 4	3	1	1	13	-4	5	27	8
[6] COc1ccc2nc(NNC(=O)c3cc(=O)c4ccccc4o3)sc2c1
 : -49	-2	30	-5	-47	-25	22	3	47
[7] Cc1ccc(NNC(=O)c2ccno2)cc1C
 : -3	7	1	-2	10	1	8	16	1
[8] CSc1ccccc1C(=O)Nc1cccc(C(C)=O)c1
 : -2	-8	1	-2	16	9	-7	0	-6
[9] Cn1c(C(=O)NCCN2CCOCC2)cc2sccc21
 : -6	1	-2	-5	7	-4	4	-14	-9
[10] CCn1cc(C(=O)N[C@@H](CC(C)C)C(=O)NCCCn2ccnc2)c(=O)c2cc3c(cc21)OCO3
 : -1	0	3	-2	-98	-2	2	1	-3
[11] COc1cc(/C=C2\SC(=S)N(CC(=O)NC3=NCCS3)C2=O)cc(OC)c1OC
 : 1	-3	8	2	11	-2	-2	3	2
[12] Cc1c(N/C=C(\Cl)C(=O)C(F)(F)F)c(=O)n(-c2ccccc2)n1C
 : -4	6	-2	1	14	2	11	-1	0
[13] O=C1CCC([N+](=O)[O-])C(c2ccc(Cl)cc2)N1 (stereo not drawn)
 : -9	-2	2	3	2	-7	-7	4	-9
[14] O=C(CSC(=S)N1CCOCC1)Nc1nccs1
 : 0	-2	1	-3	24	3	-2	-17	-8
[15] O=C(NN1C(=O)C2C3CCC(O3)C2C1=O)c1ccco1 (stereo not drawn)
 : -2	2	4	-2	8	-5	-5	-11	6
[16] C=CCc1ccccc1OCC(O)CN1CCN(c2ccc(C)cc2)CC1 (stereo not drawn)
 : 3	2	-1	-3	13	-6	-3	15	2
[17] Cc1cc(/C=C2\SC(=S)NC2=O)c(C)[nH]1
 : -40	1	-27	-2	24	0	10	3	0
[18] O=C(COC(=O)C1COc2ccccc2O1)NC(=O)NC1CCCC1 (stereo not drawn)
 : -2	-4	1	0	18	-5	-6	-12	-22
[19] Cc1cccc(N=C2NN=C(c3ccccc3F)CS2)c1C
 : -13	5	-21	-3	-2	-10	-8	9	-8
[20] Cc1ccccc1OCC(=O)N(CC(C)C)c1c(N)n(CC(C)C)c(=O)[nH]c1=O
 : 1	-4	2	-3	7	-5	5	11	0
[21] COc1cc([N+](=O)[O-])ccc1NC(=O)NNC(=O)c1sccc1C
 : -2	3	3	3	17	-2	5	-17	3
[22] CCOc1ccccc1CNC(=O)c1cc2oc3ccccc3c2n1CC
 : 16	8	0	-6	-27	3	1	20	-5
[23] Cc1ccc(NC(=O)CC2C(=O)NC3CCCCC3N2C(=O)c2ccc(F)cc2)cc1C (stereo not drawn)
 : -6	11	1	-2	7	-6	3	2	54*
[24] CCCC(=O)Nc1ccc(C(=O)/C=C/c2ccc(SC)cc2)cc1
 : -4	-3	-22	-3	-277	0	-9	0	-19
[25] CCNC(=S)NNc1nncc2ccccc12
 : 14	-2	0	-4	32	-2	2	10	-3
[26] COc1cccc(CN2CCNC(=O)C2CC(=O)NCc2cn3ccc(C)cc3n2)c1OC (stereo not drawn)
 : -1	3	-3	-1	-56	-5	6	13	23
[27] COc1cc(C(=O)N2CCSCC2)ccc1OC1CCN(C(C)=O)CC1
 : 9	-10	1	-6	15	0	-2	-11	-2
[28] CCOc1ccc(NC(=S)N2CCCN(Cc3cccc(Cl)c3)C2)cc1
 : 0	10	5	-5	21	-4	-2	9	-16
[29] CS(=O)(=O)N1CCCC(C(=O)NCCN2CCC(Cc3ccccc3)CC2)C1 (stereo not drawn)
 : 2	-3	2	5.4*	8	7	-4	-1	9
[30] CCOC(=O)c1c(-c2ccc(F)cc2)csc1NC(=O)CN1C(=O)NC2(CCCCC2C)C1=O (stereo not drawn)
 : 2	-2	1	-5	3	-4	-4	2	-8

Whole records, quoted from the list. Screens in order: UBC13 inh | SENP7 inh | SENP1 FRET inh | beta cell repl | SENP8 block-1 | HKDC1 inh | SENP8 block-2 | PfG6PD inh | SENP6 inh
`COc1cc(/C=C2\SC(=S)N(CC(=O)NC3=NCCS3)C2=O)cc(OC)c1OC` across the screens: 1 | -3 | 8 | 2 | 11 | -2 | -2 | 3 | 2
`Cc1c(N/C=C(\Cl)C(=O)C(F)(F)F)c(=O)n(-c2ccccc2)n1C` across the screens: -4 | 6 | -2 | 1 | 14 | 2 | 11 | -1 | 0

(cont.)
Below each SMILES – UBC13 inh	SENP7 inh	SENP1 FRET inh	beta cell repl	SENP8 block-1	HKDC1 inh	SENP8 block-2	PfG6PD inh	SENP6 inh
[31] COc1ccccc1CNC(=O)CN(c1ccc(C)cc1)S(=O)(=O)c1c(C)n[nH]c1C
 : 3	4	0	0	6	-4	-4	6	-16
[32] CN(C)Cc1ccc(F)cc1Sc1cc(Cl)ccc1Cl
 : 12	1	3	0	30	-2	4	10	-6
[33] CCOC(=O)c1c(NC(=O)c2c(-c3ccccc3)noc2C)sc(C)c1-c1ccccc1
 : 44	7	-7	-4	-183	1	7	1	-6
[34] O=C(Cn1cnc2c(cnn2-c2ccc(Cl)cc2)c1=O)NC1CCCCC1
 : -13	4	-1	3	0	-7	-2	-5	-13
[35] COc1cccc(N/C(=N/C(=S)Nc2ccc(C)cc2C)Nc2nc(C)cc(C)n2)c1
 : 25	10	-1	4	18	-1	-5	0	-8
[36] CCN(CC)c1ccc(/C=N/NC(=O)C(O)c2ccccc2)cc1 (stereo not drawn)
 : -5	-4	-3	1	-439	0	-8	7	2
[37] O=c1[nH]c(C2CC2)nc2sc3c(c12)CCCC3
 : 7	-2	3	2	16	-3	-17	22	-17
[38] CCOC(=O)C1CCCN(C(=O)Cn2c(=O)c3cccn3c3cccnc32)C1 (stereo not drawn)
 : 5	-10	-23	0	-49	5	-11	6	5
[39] C=CCN1C(=O)/C(=C/C=C2/N(CC)c3ccc(S(=O)(=O)N(C)C)cc3N2CC)SC1=S
 : -357	-8	99	-1	39	-7	-3	4	-16
[40] COc1ccc(Cc2n[nH]c(=S)n2Cc2ccccc2)cc1Cl
 : -5	-10	1	-2	10	1	-10	26	13
[41] CCOc1ccc(-n2c(SCC(=O)Nc3ccc4c(c3)OCO4)nc3ccccc3c2=O)cc1
 : -11	-2	2	-1	4	2	-1	-7	10
[42] CC(=O)N1N=C(c2ccco2)CC1c1cccs1 (stereo not drawn)
 : 0	-9	-1	3	5	-8	-7	4	6
[43] CCCCC(=O)Nc1nnnn1CCC
 : -4	0	0	0	11	-7	-1	-5	-6
[44] COc1ccc(S(=O)(=O)N(CC(=O)NCc2ccncc2)c2ccc(C)cc2)cc1OC
 : 5	-2	-1	6	-3	1	3	-1	-12
[45] COc1ccc2c(c1OC)C(=O)N(c1ccc3c(c1)CCC3)C2=O
 : 29	6	-9	0	16	2	-1	3	-7
[46] CCc1ccc(OCC(=O)NNC(=S)NC(=O)C2CCCCC2)c(Br)c1
 : -20	-7	4	-7	17	-17	2	14	7
[47] COc1ccc(N2C(=S)N(C(=O)c3ccccc3)C(=Nc3ccccc3)C2=Nc2ccccc2)cc1
 : -29	92*	2	-5	15	-12	73*	64*	83*
[48] CCCCNC(=S)NC(=O)c1ccc(Cl)cc1Cl
 : -8	8	1	-4	17	-4	-18	12	-13
[49] Cc1cc(C)c(NC(=O)c2ccc3c(c2)C(=O)N(Cc2cccnc2)C3=O)c(C)c1
 : 32	-5	-1	4	9	-10	-7	-3	-9
[50] CCOC(=O)C(NC(=O)Cc1ccccc1)(Nc1cc(C)on1)C(F)(F)F (stereo not drawn)
 : 5	0	-2	-3	5	-1	0	-6	-24
[51] CCOC(=O)CSc1nc(C(C)(C)C)nc2ccccc12
 : 11	-2	1	0	7	-1	4	2	5
[52] CCOC(=O)c1c(C)oc2ccc(OC(=O)N3CCOCC3)cc12
 : 4	3	-1	-3	7	3	3	-3	-3
[53] Cc1ccc(S(=O)(=O)N2CCN(C(=O)CN3CCCSc4ccccc43)CC2)cc1
 : 4	-4	0	0	11	3	-5	21	-2
[54] Cc1ccc(CNC(=O)CSCc2ccc(F)cc2)cc1
 : 5	2	2	-2	2	-1	6	-1	10
[55] CCC(=O)NC(=S)Nc1cccc(-c2nc3ncccc3o2)c1
 : 1	1	2	-2	2	-15	-1	3	-17
[56] COc1ccc(NC(=O)N2CCCC(c3nc(-c4ccc(C(C)C)cc4)no3)C2)cc1 (stereo not drawn)
 : -7	-1	0	-6	11	8	-1	13	-6
[57] Cc1ccc(OCC(=O)NCCN2CCOCC2)cc1C
 : -2	6	2	-3	43*	-10	8	-10	3
[58] COc1ccc(-c2cc3ccccc3n2CC(O)CN2CCCCC2)cc1 (stereo not drawn)
 : 8	-3	-2	-3	-52	-5	-10	-1	-2
[59] O=C(NN=Cc1ccc(O)cc1O)c1ccccc1NS(=O)(=O)c1cccs1
 : -12	2	-79	-4	i	-26	5	-29	9
[60] Cc1ccc(OCCn2cnc3ccccc3c2=O)c([N+](=O)[O-])c1
 : -2	9	2	-4	9	-6	-8	3	-5

Assay outcomes as filed in PubChem BioAssay.
